# High-throughput results deposited in PubChem BioAssay by several laboratories.
# MEP2-GFP yeast = alters MEP2-GFP fluorescence in TOR pathway yeast screen; S. cerevisiae MEP2-GFP strain, flow cytometry GFP, 3 h; 100% = DMSO control level; GFP response vs DMSO, % at 10 µM; hit rate 0.51% among 330,000; AID 2016;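 active = GFP response versus DMSO above a set limit, roughly screen mean plus 3 SD, cut at about 180% in these data; inconclusive = fewer than 70 cells counted for a yeast strain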;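 also: median GFP fluorescence of the barcode-gated MEP2-GFP cells per well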
# CIT2-GFP yeast = alters CIT2-GFP fluorescence in TOR pathway yeast screen; S. cerevisiae CIT2-GFP strain, flow cytometry, 3 h; 100 means same as DMSO wells; GFP response vs DMSO, % at 10 µM; hit rate 0.065% among 320,000;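 active = GFP response relative to DMSO above a set limit, near the screen mean plus 3 SD, cut at about 150% in these data; inconclusive = Fewer than 70 cells measured for a yeast strain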;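 also: ratio of well median GFP fluorescence to mean of DMSO wells on the plate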
# Yeast superoxide = yeast age-related superoxide inhibition as caloric restriction mimetic. S. cerevisiae aged cells, superoxide DHE fluorescence; hits give low values. superoxide response (% of plate mean), % at 10 µM. hit rate 0.18% among 330,000. AID 2690;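 active = superoxide response under a set limit, about three screen SD below normal, cut at about 65% in these data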;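 also: yeast aged for seven days with compound at 30 °C before DHE staining; 100% = average MFI of all compound-treated wells on the plate with controls excluded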
# AHR act = activates the human aryl hydrocarbon receptor | P35869 | activation, % at 5 µM | AHR-responsive luciferase reporter cells, luminescence | hit rate 2.5% among 320,000 | AID 2796; in the data active = activation above about 47%;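 also: 0% = vehicle wells and 100% = reference agonist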
# Target sequence (P35869 whole entry, looked up): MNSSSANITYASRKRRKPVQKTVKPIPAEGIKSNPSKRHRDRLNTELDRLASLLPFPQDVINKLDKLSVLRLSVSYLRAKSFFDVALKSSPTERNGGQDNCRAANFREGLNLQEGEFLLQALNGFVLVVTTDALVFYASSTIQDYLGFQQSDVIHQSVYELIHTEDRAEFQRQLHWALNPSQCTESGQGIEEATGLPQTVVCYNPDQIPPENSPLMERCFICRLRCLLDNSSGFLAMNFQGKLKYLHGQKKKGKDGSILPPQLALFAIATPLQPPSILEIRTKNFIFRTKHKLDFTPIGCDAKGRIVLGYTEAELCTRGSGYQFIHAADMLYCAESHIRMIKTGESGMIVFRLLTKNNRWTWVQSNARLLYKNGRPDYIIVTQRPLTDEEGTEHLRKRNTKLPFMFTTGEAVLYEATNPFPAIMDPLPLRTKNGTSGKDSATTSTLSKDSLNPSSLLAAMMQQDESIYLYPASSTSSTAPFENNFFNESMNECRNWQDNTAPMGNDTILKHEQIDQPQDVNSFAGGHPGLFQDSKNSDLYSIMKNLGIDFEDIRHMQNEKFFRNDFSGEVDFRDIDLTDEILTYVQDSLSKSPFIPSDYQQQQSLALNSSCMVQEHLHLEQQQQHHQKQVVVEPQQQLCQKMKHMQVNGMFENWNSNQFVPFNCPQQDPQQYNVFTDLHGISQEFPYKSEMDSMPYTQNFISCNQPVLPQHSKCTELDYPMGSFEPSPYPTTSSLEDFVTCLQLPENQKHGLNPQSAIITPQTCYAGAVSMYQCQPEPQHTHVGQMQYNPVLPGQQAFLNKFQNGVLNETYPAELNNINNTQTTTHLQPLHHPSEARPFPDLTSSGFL
# LAP4-GFP MLPCN = yeast TOR pathway LAP4-GFP modulation; S. cerevisiae LAP4-GFP multiplex, flow cytometry GFP, 3 h; median GFP as percent of DMSO wells; GFP response vs DMSO, % at 10 µM; hit rate 0.34% among 320,000;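 active = GFP response vs DMSO above a set limit, about the screen mean plus 3 SD, cut at about 150% in these data; inconclusive = under 70 cell events counted for the yeast strain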
# AGP1-GFP MLPCN = alters AGP1-GFP fluorescence in TOR pathway yeast screen; S. cerevisiae AGP1-GFP multiplex flow cytometry, 3 h; GFP as percent of DMSO wells; GFP response vs DMSO, % at 10 µM; hit rate 0.02% among 320,000;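 active = GFP response relative to DMSO above a set limit, near screen average plus 3 SD, cut at about 150% in these data; inconclusive = fewer than 70 cells counted for the yeast strain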;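 also: median GFP channel fluorescence of the gated AGP1 strain per well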
# Efflux pump mplx = inhibitors of Candida antifungal efflux pumps expressed in yeast | S. cerevisiae Candida pump triplex, Nile Red efflux | inhibition, % at 10 µM | hit rate 0.44% among 330,000 | AID 485275;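 active = plate passing quality check with inhibition over a set limit, or well fluorescence over plate mean plus 4 SD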;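 also: Nile Red retained in pooled yeast measured as flow cytometry median fluorescence; 0% = buffer negative control and 100% = Enniatin B positive control; higher means more Nile Red kept so more efflux inhibition; some compounds called inactive have numbers as strong as hits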
# RPL19A TOR yeast = yeast TOR pathway RPL19A-GFP modulation | S. cerevisiae RPL19A-GFP strain, flow cytometry, 3 h; hits give low values | percent response vs DMSO, % at 10 µM | hit rate 0.3% among 330,000;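 active = percent response vs DMSO below 50%; inconclusive = fewer than 70 events counted for the yeast strain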;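 also: median channel GFP fluorescence of the barcoded RPL19A-GFP strain; ratio of sample median GFP to plate DMSO average so 100% = DMSO; lower means less RPL19A-GFP as with rapamycin TOR inhibition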
# Active calls of the source: *; i = inactive; ? = inconclusive; · = no result given; [ ] = dose if it differs, or a comment.
SMILES,MEP2-GFP yeast,CIT2-GFP yeast,Yeast superoxide,AHR act,LAP4-GFP MLPCN,AGP1-GFP MLPCN,Efflux pump mplx,RPL19A TOR yeast
O=C(N/N=C/c1cccnc1)c1cc(-c2ccccc2)nc2ccccc12,105.6,89.8,97.5,13.1,92.3,92.6,0.2,104.9
Cc1c(Nc2nc(C(F)(F)F)nc3ccccc23)c(=O)n(-c2ccccc2)n1C,94.2,106.3,128.2,11.0,97.9,104.9,0.0,102.9
CC1(C)CC(=O)/C(=C(/O)Cc2ccccc2)C(=NCCc2ccccc2)C1,99.8,87.8,85.0,0.5,93.3,92.9,0.5,97.2
CCOC(=O)CN1C2=NCCN2c2ccccc21,105.0,102.6,92.6,1.2,103.0,101.5,0.0,97.8
CC1Cc2cc(S(=O)(=O)N3CCC(C(N)=O)CC3)ccc2N1C(=O)C1CC1 (stereo not drawn),98.8,98.4,106.0,3.4,96.4,94.9,0.2,98.0
CCOC(=O)NC(=O)/C(N=Nc1cccc(C(F)(F)F)c1)=C(\C)O,101.9,98.3,88.2,12.2,106.4,104.1,-0.3,99.9
Cc1cc(C(=O)NCc2ccc(Cl)cc2)n(-c2ccccc2)n1,94.7,96.8,86.8,0.7,103.0,103.4,0.0,96.2
COc1ccc(C(=O)NC2=NCCS2)cc1S(=O)(=O)N1CCCCC1C (stereo not drawn),83.3,91.4,89.2,14.1,87.7,95.9,0.1,90.9
Cc1c(Cc2ccccc2)sc(NC(=O)/C=C/c2cccc3ccccc23)c1C(N)=O,104.7,102.6,95.4,5.6,96.2,104.5,-0.4,100.0
Cc1noc(C)c1CN1C(=O)NC2(CCc3ccccc3C2)C1=O (stereo not drawn),101.3,103.3,100.7,-1.2,94.9,105.4,-0.2,98.3
COc1ccc(CNC(=O)CN2CCN(S(=O)(=O)c3c(C)c(C)cc(C)c3C)CC2)cc1OC,91.9,82.9,99.3,2.6,92.8,94.0,0.5,93.4
CC(NC(=O)CCC(=O)c1ccc(F)cc1)C1CC2CCC1C2 (stereo not drawn),?,?,100.3,-1.9,?,?,0.0,?
O=c1c2ccccc2cnn1-c1ccc(Cl)nn1,95.9,93.3,96.5,-3.3,106.2,97.8,-0.2,96.5
CCOc1ccc(S(=O)(=O)n2nc(C)cc2C)cc1,102.2,95.5,102.4,-0.2,103.8,103.5,0.1,99.5
COC(=O)C1(NC(=O)NC23CC4CC(CC(C4)C2)C3)CCCCC1,95.2,92.7,100.3,-0.2,89.1,88.5,0.0,92.7
CCn1cc(C(=O)O)c(=O)c2cc(F)c(N3CCN(C(=S)NC(=O)c4ccc(F)cc4)CC3)cc21,95.2,95.5,99.5,-1.5,99.3,104.4,0.2,101.6
O=Cc1ccccc1Oc1ccccc1,103.2,100.7,89.5,0.1,94.7,103.0,0.1,96.0
CCOc1ccc(-n2nc3ccc(NC(=O)c4ccc5c(c4)OCCO5)cc3n2)cc1,100.1,105.8,96.5,0.3,100.1,104.4,0.5,95.3
Cc1ccc(NC2CCCN(C(=O)c3ccnc(Cl)c3)C2)cc1C (stereo not drawn),96.0,97.8,117.6,2.3,103.7,104.2,0.1,98.8
Cc1ccc(S(=O)(=O)Nc2ccc(-c3cn4ccc(C)cc4n3)cc2)cc1,97.5,97.2,92.7,40.1,84.0,96.9,0.0,98.1
CCCOc1ccc(N2CC(C(=O)Nc3ccccc3C(=O)NCc3ccco3)CC2=O)cc1 (stereo not drawn),99.1,99.3,112.5,1.1,102.7,100.3,0.0,101.9
O=C(CSc1nnc(-c2ccccc2)o1)c1ccc2c(c1)OCCO2,297.1*[may fluoresce violet],?,79.9,0.8,82.7[may fluoresce violet],?,0.0,·
C/C(Cl)=C/CSc1nc2c(c(=O)[nH]c(=O)n2C)n1C(C)C,98.1,113.2,90.9,3.0,99.6,99.0,-0.2,98.2
CCOc1ccc(-c2nnn(CC(=O)NCc3ccc(C)cc3)n2)cc1,101.6,90.5,112.9,0.6,103.9,99.2,-0.2,90.7
N#Cc1nc(NCC(F)F)nc(Nc2cc(F)cc(F)c2)n1,98.5,97.3,122.0,3.0,97.8,97.0,1.1,101.1
CC1=C(C#N)C(=O)N(C2CCS(=O)(=O)C2)C(=O)/C1=C\c1ccco1 (stereo not drawn),93.2,99.9,94.1,-0.2,104.3,114.5,-0.3,96.7
COC(=O)C1C(=O)C(C(=O)c2ccccc2)C(=O)CC1(C)C (stereo not drawn),86.2,88.1,104.6,-1.6,80.6,87.8,0.1,94.1
COCCNC(=O)C(=O)NNC(=O)CCc1ccccc1,90.1,83.8,90.5,1.4,96.0,90.9,0.0,95.8
CC(C)(C)[C@H]1C=C(C(=O)N2CCN(Cc3ccccc3)CC2)O[C@@H](OCCCCO)C1,97.3,99.4,104.0,-1.0,106.4,95.2,0.1,110.0
CC(=O)c1cc(Cc2csc(C(C)=O)c2)cs1,100.2,95.7,87.3,3.1,107.3,101.1,-0.1,96.8
Cc1c(NC(=O)Nc2ccc(Cl)c(Cl)c2)sc(=S)n1C,93.8,86.8,117.7,10.6,106.0,94.0,0.0,93.4
Cn1c(=O)c2c(nc(CN3CCc4ccccc4C3)n2Cc2ccc(F)cc2)n(C)c1=O,91.7,83.0,88.3,4.9,76.2,84.2,-0.1,112.5
COc1ccc2c(c1)C1=NN(/C(C)=C/C(C)=O)C(c3ccc(F)cc3)C1CC2 (stereo not drawn),106.3,90.7,i,68.9*,103.9,92.8,0.1,96.7
O=C(Nc1ccc(-n2nncc2-c2ccco2)cc1)c1cccc(F)c1,103.6,101.8,97.0,-1.7,100.1,101.6,-0.1,99.3
Cn1cnc(S(=O)(=O)Nc2ccc(C(F)(F)F)cc2)c1,93.5,91.2,101.2,2.4,94.3,96.7,0.1,94.3
CC(C)NC(=NCc1ccc(Cl)cc1Cl)Nc1ccccc1,105.2,103.1,90.5,0.2,96.0,98.3,-0.3,103.4
O=C(CN1CCN(c2ccccn2)CC1)Nc1cccc(Cl)c1Cl,101.3,95.5,86.5,0.5,99.6,95.5,0.1,101.8
CCCCN(CC)Cc1c(C)[nH]c2c(ccc3ccccc32)c1=O,107.3,101.7,96.3,26.1,93.5,102.3,0.0,101.4
COc1ccccc1C(=O)c1nc2ccccc2n1C,101.9,103.7,100.4,62.5*,91.1,100.9,0.0,104.2
COCC(=O)Nc1ccc(Nc2ccccc2)cc1,97.5,·,107.2,2.1,103.8,96.5,0.1,99.3
Nc1nnc(CC(=O)N/N=C\c2cc([N+](=O)[O-])ccc2O)s1,109.8,103.0,103.1,2.9,99.7,101.6,0.5,106.0
O=c1oc2ccccc2cc1NCc1ccccc1O,109.2,97.8,93.1,-0.7,113.4,98.1,0.2,102.9
O=C(O)c1ccccc1C(=O)NCCCCCCNC(=O)c1ccccc1C(=O)O,96.4,104.7,103.7,1.1,85.8,98.7,-0.1,103.0
Cc1ccc(-c2ccc(SCC(=O)N3CCN(c4ccccc4)CC3)nn2)cc1,89.0,97.1,100.3,11.4,81.2,90.1,0.1,102.7
O=C(C1CCN(S(=O)(=O)c2ccc(Cl)cc2)CC1)N1CCOCC1,101.4,106.7,96.2,-1.9,97.5,101.8,0.1,102.5
Cc1ccc(S(=O)(=O)N2CCN(c3ccccn3)CC2)cc1,109.1,·,111.2,-0.8,·,·,0.0,101.0
CCCOc1ccc(C(=O)NCCN2CCOCC2)cc1,103.5,101.9,106.3,0.6,103.3,103.0,0.0,100.5
O=C(CN(C(=O)c1ccco1)c1cccc(F)c1)NCc1ccc(F)cc1,92.8,86.3,98.3,1.4,·,92.0,0.0,92.8

# A stretch taken from the entries so far, as a working copy:
SMILES,MEP2-GFP yeast,CIT2-GFP yeast,Yeast superoxide,AHR act,LAP4-GFP MLPCN,AGP1-GFP MLPCN,Efflux pump mplx,RPL19A TOR yeast
O=C(CN1CCN(c2ccccn2)CC1)Nc1cccc(Cl)c1Cl,101.3,95.5,86.5,0.5,99.6,95.5,0.1,101.8
CCCCN(CC)Cc1c(C)[nH]c2c(ccc3ccccc32)c1=O,107.3,101.7,96.3,26.1,93.5,102.3,0.0,101.4

# Following part:
SMILES,MEP2-GFP yeast,CIT2-GFP yeast,Yeast superoxide,AHR act,LAP4-GFP MLPCN,AGP1-GFP MLPCN,Efflux pump mplx,RPL19A TOR yeast
O=C(NCc1cccc(Cl)c1)c1ccc(S(=O)(=O)Nc2cccc(C(F)(F)F)c2)cc1,101.6,100.8,103.8,8.1,98.2,103.5,0.2,107.8
Cc1ccc(CN(C#N)c2nc(C)cc(C)n2)cc1,100.4,89.6,109.7,12.8,98.7,93.3,0.4,94.2
C=CCN(c1ccc(F)cc1)S(=O)(=O)c1cc(C(=O)NC2CCC(O)CC2)ccc1Cl (stereo not drawn),94.9,90.9,148.2,0.1,115.2,103.0,-0.4,95.7
O=C(CSc1nc(=O)[nH]c2c1CCCC2)Nc1ccc(F)cc1F,96.0,98.2,97.0,-2.4,103.1,102.5,0.0,94.8
Cn1c(SCC(N)=O)nnc1C1CCN(C(=O)NCc2ccccc2)CC1,150.1,90.4,92.3,2.4,105.0,97.6,-0.2,86.7
Cc1c(Br)c([N+](=O)[O-])nn1CCCC(=O)Nc1c(C)n(C)n(-c2ccccc2)c1=O,97.6,97.6,107.5,-2.3,99.8,102.3,-0.1,96.3
NNC(=O)C(=O)Nc1ccc(Cl)c(Cl)c1,104.4,97.0,95.5,1.2,103.9,99.2,-0.2,98.9
Cn1ccnc1Sc1ccc(C=O)cc1[N+](=O)[O-],95.5,93.7,113.0,-1.8,91.0,93.1,0.1,99.8
COc1ccc(/C=N/NC(=O)c2cccc([N+](=O)[O-])c2)cc1OC,100.4,96.1,110.9,14.6,100.0,97.5,0.0,99.7
O=C(Cc1c(O)c2ccccc2[nH]c1=O)NCc1ccccc1,100.5,106.2,104.5,2.5,98.6,104.0,-0.1,99.3
O=C(NNC(=O)c1ccccc1O)c1cc2ccccc2o1,86.9,82.9,97.5,68.0*,93.6,76.0,0.2,85.4
CC(C)c1ccc(CNc2ccc(N3CCOCC3)cc2)cc1,97.1,90.1,93.1,4.9,104.0,90.8,-0.1,95.7
CC(C)NC(=O)c1ccc2c3n(nc2c1)-c1ccccc1CO3,90.0,86.8,99.0,-10.8,100.7,86.8,-0.1,95.5
Cc1ccnc(N2C(=O)c3ccccc3C2Nc2cccc(C)c2C)c1 (stereo not drawn),102.5,99.5,83.8,2.3,111.9,104.0,-0.1,100.2
COC(=O)C1=NNC(C(=O)c2ccco2)C1c1ccc(OC)cc1 (stereo not drawn),103.1,94.7,98.6,0.8,89.6,100.9,0.0,97.6
CCSc1nnc(NC(=O)COc2cccc3ccccc23)s1,103.8,99.9,92.1,10.3,101.1,101.5,0.0,102.8
Clc1ccc(-c2cn3cccnc3n2)cc1Cl,96.5,97.3,92.0,33.3,106.7,93.8,0.2,105.9
CC(=O)Oc1ccc(-c2csc(Nc3ccc(Cl)cn3)n2)cc1,115.8,120.5,105.2,-0.2,75.5,94.7,-0.1,109.2
COc1ccc(-c2nnc(SC3CCOC3=O)n2C2CCCCC2)cc1OC (stereo not drawn),106.3,96.9,99.5,-0.8,101.2,100.8,-0.1,98.6
O=C(O)c1[nH]c2ccccc2c1C(c1ccccc1)c1c(C(=O)O)[nH]c2ccccc12,105.8,107.7,151.7,-0.3,98.0,100.6,0.0,104.7
COc1ccc(NC(=O)Cc2ccccc2)cc1,104.0,97.9,95.2,13.2,108.6,104.5,-0.1,103.2
CC(=O)N1c2ccccc2C2CCCC[C@H]21 (stereo partly drawn),94.7,110.8,94.0,0.2,116.9,107.2,0.2,104.7
